High-throughput results deposited in PubChem by National Center for Advancing Translational Sciences (NCATS).
SW480 rerep = A quantitative high throughput screen for small molecules that induce DNA re-replication in SW480 colon adenocarcinoma cells; SW480 DNA re-replication, Hoechst DNA content imaging, 48 h; Potency, µM (series often up to 46.1 µM), for the others: top-dose re-replication activation, usual class: activators; 340,000 tested, 1.8% active; AID 624297, 2012; note: potency is the fitted concentration of half-maximal effect; % of control where 0% means no effect; nearly all actives have a fitted effect of over 55% in size
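250 cells/well; 23 nL cpd via pin tool; 48 hr, 37 C, 5% CO2; Hoechst 40 min; imager read of total nuclear intensity, ex 405/em 500-530 nm.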
ATXN2 expr inh = Primary qHTS for Inhibitors of ATXN expression; HEK-293 ATXN2-luciferase reporter, luminescence, 24 h; Potency, µM (series often up to 57 µM), for the others: at the highest dose activity change, negative = inhibition, hits mostly inhibitors; 360,000 tested, 0.72% active; note: potency is the fitted concentration of half-maximal effect; % is set by controls: 0 for no effect and ±100 for the full control effect; nearly all actives have a fitted effect of over 55% in size
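qHTS (up to 57 uM final) was run with 24 h compound exposure of reporter cells at 37 °C. Each well was multiplexed: SteadyGlo luminescence measured ATXN2-luciferase expression after a fluorogenic Gly-Phe-AFC viability readout (25 uM final).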
HT1080 IDH1KD tx = qHTS for induction of synthetic lethality in tumor cells producing 2HG: qHTS for the HT-1080-IDH1KD cell line; AID 686971, 2013; HT-1080 IDH1 knockdown viability, ATP luminescence, 48 h; Potency, µM (top dose mostly 46.1 µM), inactives show top-dose activity, negative = toxicity, actives largely listed as cytotoxic; 360,000 tested, 2% active;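 note: potency is the fitted concentration of half-maximal effect; 0% = DMSO wells and -100% = cell-free medium wells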
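IDH1KD HT-1080 cells, 750/well, RPMI + 5% FBS; compound pinned after 2 h settling; 48 h, 37 °C; CellTiter-Glo luminescence; % activity normalised to DMSO and no-cell wells; curves fitted, classed by r2 and efficacy.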
WRN helicase inh = qHTS for Inhibitors of WRN Helicase; Bifunctional 3'-5' exonuclease/ATP-dependent helicase WRN (Homo sapiens), Q14191; WRN helicase unwinding, fluorescent forked duplex, kinetic; Potency, µM (doses to about 114 µM), without a hit: top-dose activity change, negative = inhibition, most hits filed as inhibitors; 360,000 tested, 0.46% active; AID 651768, 2012; note: potency is the fitted concentration of half-maximal effect; % is set by controls: 0 for no effect and ±100 for the full control effect; nearly all actives have a fitted effect of over 55% in size
Target sequence (Q14191 whole entry, looked up): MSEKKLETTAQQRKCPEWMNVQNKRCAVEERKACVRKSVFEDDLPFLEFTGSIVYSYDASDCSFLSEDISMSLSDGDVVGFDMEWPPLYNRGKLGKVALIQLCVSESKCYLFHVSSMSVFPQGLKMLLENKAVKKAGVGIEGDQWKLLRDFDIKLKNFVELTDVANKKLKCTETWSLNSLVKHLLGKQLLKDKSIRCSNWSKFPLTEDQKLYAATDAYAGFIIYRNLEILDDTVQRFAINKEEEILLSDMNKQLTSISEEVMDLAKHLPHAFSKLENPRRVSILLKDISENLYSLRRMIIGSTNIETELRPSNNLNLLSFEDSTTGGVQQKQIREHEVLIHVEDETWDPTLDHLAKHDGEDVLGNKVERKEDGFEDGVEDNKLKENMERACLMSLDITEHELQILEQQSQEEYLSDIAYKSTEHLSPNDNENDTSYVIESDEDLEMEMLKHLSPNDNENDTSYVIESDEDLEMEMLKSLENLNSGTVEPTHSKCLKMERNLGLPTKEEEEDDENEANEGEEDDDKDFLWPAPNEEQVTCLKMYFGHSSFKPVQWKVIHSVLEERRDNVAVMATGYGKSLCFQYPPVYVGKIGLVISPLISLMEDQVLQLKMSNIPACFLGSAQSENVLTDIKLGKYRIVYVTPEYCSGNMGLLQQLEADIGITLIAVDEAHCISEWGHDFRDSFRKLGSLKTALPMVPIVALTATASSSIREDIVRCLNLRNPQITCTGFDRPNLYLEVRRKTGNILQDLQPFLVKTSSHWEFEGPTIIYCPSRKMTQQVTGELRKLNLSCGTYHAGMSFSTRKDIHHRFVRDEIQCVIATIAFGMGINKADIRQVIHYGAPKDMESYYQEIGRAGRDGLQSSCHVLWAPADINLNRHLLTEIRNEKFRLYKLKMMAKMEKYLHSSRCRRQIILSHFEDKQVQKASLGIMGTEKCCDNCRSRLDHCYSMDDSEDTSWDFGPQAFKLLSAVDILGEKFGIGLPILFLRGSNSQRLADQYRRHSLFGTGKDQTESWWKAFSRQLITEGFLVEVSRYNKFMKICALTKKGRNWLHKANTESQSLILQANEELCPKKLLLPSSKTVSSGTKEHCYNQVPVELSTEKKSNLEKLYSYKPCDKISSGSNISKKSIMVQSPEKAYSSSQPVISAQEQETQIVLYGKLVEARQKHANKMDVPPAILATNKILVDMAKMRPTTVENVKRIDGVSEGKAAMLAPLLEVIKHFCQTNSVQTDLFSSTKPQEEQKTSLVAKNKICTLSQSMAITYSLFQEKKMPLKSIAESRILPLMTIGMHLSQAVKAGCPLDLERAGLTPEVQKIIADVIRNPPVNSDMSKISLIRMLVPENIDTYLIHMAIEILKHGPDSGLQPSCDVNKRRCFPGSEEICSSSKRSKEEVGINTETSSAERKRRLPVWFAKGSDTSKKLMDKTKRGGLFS
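Enzyme (20 nM final) and test compound sit together 15 min at room temperature before substrate addition. Substrate is a single-forked duplex oligonucleotide (100 nM) labelled with fluorophore and quencher, with 2 mM ATP; helicase unwinding raises red fluorescence, read kinetically.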
IL1B secr inh = qHTS for Inhibitors of Inflammasome Signaling: IL-1-beta AlphaLISA Primary Screen; THP-1 LPS/ATP IL-1B secretion, AlphaLISA, 16 h; hits give low values; activity change, % at 57.5 µM; 360,000 tested, 4.7% active; AID 743279, 2014; in the data active = activity change below about -50%; inconclusive = mostly about -30% to -49%; note: % is set by controls: 0 for no effect and ±100 for the full control effect
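THP-1 cells pretreated 1 hr with compounds (up to 57.5 uM final), then stimulated with LPS (250 ng/mL final) plus ATP (1.25 mM final); secreted IL-1B measured by AlphaLISA after 16 hr, decreased signal indicating inhibition.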
HT1080-NT tox = qHTS for induction of synthetic lethality in tumor cells producing 2HG: qHTS for the HT-1080-NT fibrosarcoma cell line. AID 686970, 2013. 360,000 tested, 1.6% active. Potency, µM (doses to about 46.1 µM), for the others: at the highest dose activity, negative = less viability, most hits filed as cytotoxic. HT-1080-NT fibrosarcoma viability, CellTiter-Glo ATP luminescence, 48 h;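 note: NT is the 2HG producing partner of a matched IDH1 knockdown line; potency is the fitted concentration of half-maximal effect; 0% = DMSO-treated cells and -100% = media-only wells without cells; nearly all actives have a fitted effect of over 55% in size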
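Luminescent CellTiter-Glo readout after 48 hours of compound exposure at 37 degrees C defined viability of HT-1080-NT cells. Activity was normalized to DMSO wells and cell-free media wells; concentration-response curves were fitted and assigned curve classes.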
KB-3-1 tox = qHTS assay for MDR1-selective chemotherapeutics: Primary screen using the parental adenocarcinoma cell KB-3-1; AID 1347075, 2019; Potency, µM (highest dose often 46.1 µM), for the others: at the top dose activity change, negative = cytotoxic, hits mostly cytotoxic; KB-3-1 viability, CellTiter-Glo ATP luminescence, 72 h; 400,000 tested, 1.4% active; note: potency is the fitted concentration of half-maximal effect; % is set by controls: 0 for no effect and ±100 for the full control effect; nearly all actives have a fitted effect of over 60% in size
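Here the drug-naive KB-3-1 line serves as comparator for MDR sub-line selectivity; cells received compound titrations, 72 h at 37 °C, then CellTiter-Glo readout.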
MCF10A rerep = A quantitative high throughput screen for small molecules that induce DNA re-replication in MCF 10a normal breast cells | 350,000 tested, 2.9% active | MCF 10A DNA re-replication, Hoechst nuclear intensity, 48 h | Potency, µM (series often up to 46.1 µM), inactives show top-dose activity, positive = re-replication, actives largely listed as activators | AID 624296, 2012; note: potency is the fitted concentration of half-maximal effect; % of control where 0% means no effect; nearly all actives have a fitted effect of over 50% in size
KB-V1 cytotox = qHTS assay for MDR1-selective chemotherapeutics: Primary screen using the drug-selected MDR subline cells KB-V1; KB-V1 MDR cells viability, CellTiter-Glo, 72 h; Potency, µM (highest dose often 46.1 µM), for inactives: at the top dose activity change, negative = cytotoxicity, usual class: cytotoxic; 400,000 tested, 3.4% active; AID 1347076, 2019; note: potency is the fitted concentration of half-maximal effect; % is set by controls: 0 for no effect and ±100 for the full control effect; nearly all actives have a fitted effect of over 60% in size
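Drug-selected KB-V1 cells, grown in DMEM lacking phenol red with 10% FBS, receive compound titrations; after three days at 37 degrees C, surviving cell ATP is quantified by CellTiter-Glo luminescence and responses normalized and curve-fitted.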
Active calls of the source: *; ? = inconclusive; / = not tested or not shown; [ ] = remark or other dose. Unless noted, calls come from the whole dose curve; as a rule, active = well fitted curve in the direction sought with a large enough effect; inconclusive = small, poorly fitted or top-dose-only effect, or another doubt; inactive = no such curve, though single readings can be large; an effect the other way counts as inactive or inconclusive.

SMILES | SW480 rerep | ATXN2 expr inh | HT1080 IDH1KD tx | WRN helicase inh | IL1B secr inh | HT1080-NT tox | KB-3-1 tox | MCF10A rerep | KB-V1 cytotox
Cc1cc(=O)oc2cc(OCC(O)CN3CCN(c4ccc(F)cc4)CC3)ccc12 (stereo not drawn) | -7% | -4% | -1%[9.24 µM] | 3%[57.1 µM] | -2 | -8% | -8% | 0% | 0%
COc1ccc(OC)c(NC(=O)c2sc3ncnc(N4CCN(c5ccccn5)CC4)c3c2C)c1 | -8% | -6% | 17% | 5% | 14 | ? | 6% | 4% | -7%
Nc1ncnc2c1C1(CCCCC1)Cc1ccccc1-2 | 1% | -21% | -7% | 5% | 0 | 3% | ? | 1% | 23µM*
CCc1ccccc1NS(=O)(=O)Cc1ccccc1 | 9% | -19% | 6% | -9% | -7 | 19% | 0% | -2% | 4%
C=CCC(C#Cc1ccccc1)[N+](C)(C)CC=C (stereo not drawn) | 5% | 0% | -3% | -32%[57.1 µM] | 10 | -8% | ? | 28% | -8%
OCCCn1c(C2CCCN2c2nc(-c3ccc(F)cc3)cs2)nc2cc(Cl)c(Cl)cc21 (stereo not drawn) | -8% | -6% | -19% | 7% | -9 | -21% | -27% | ? | 2%
COCOc1ccc(-c2ncc(OCCN3CCCC3=O)nc2NC(=O)c2cc3ccccc3s2)cc1 | / | -5% | -2% | -13% | -23 | -17% | 0% | / | 1%
O=C(c1ccccc1)N(CCCl)C(=O)N(CCCl)C(=O)c1ccccc1 | / | / | 8% | 2% | -3 | -1% | 27% | / | -16%
Cc1cc(Cl)ccc1-c1nc(NCCN(C)C)nc2ccsc12 | / | -23% | 23µM* | 3% | ? | 21µM* | 0% | / | 1%
CC1CCN(C(=O)CNC(=O)CNC(=O)Cc2ccccc2)CC1 | -4% | 4% | 6% | -11% | 6 | 4% | / | -1% | /
COC(=O)C1=C(C)N(C)C(=O)NC1c1ccccc1 (stereo not drawn) | 3% | 0% | 11% | 1% | 16 | 9% | -1% | -2% | 2%
Cc1oc(-c2cccc(F)c2)nc1CN(Cc1ccccc1)C[C@@H]1CCC(=O)N1 | 10% | -23% | -21% | 9% | -22 | -2% | 7% | -25% | 4%
CS(=O)(=O)N1N=C(c2ccco2)CC1c1cccc([N+](=O)[O-])c1 (stereo not drawn) | 2% | / | -1% | 2% | -2 | 25% | 2% | 3% | -18%
Cc1cc(C)c(S(=O)(=O)Nc2ccccc2C(=O)N2CCCC2)c(C)c1 | 7% | -9% | -2% | 2% | -5 | -1% | -2% | 6% | ?
O=C(NCCCN1CCCC1=O)c1cc(-c2ccc3c(c2)OCO3)nc2ccccc12 | 2% | 7% | -22% | 0% | 12 | -2% | 18% | -1% | ?
c1ccc(CCn2cnc3ccccc32)cc1 | 9%[1.84 µM] | 18% | 28% | -1%[57.1 µM] | -20 | 20% | -13% | 1% | -10%
Cc1ccc(Cn2ncc3c(N4CCCC4)ncnc32)cc1 | -4% | 4% | -3% | -5% | -20 | -11% | -9% | ? | -5%
Cc1ccc(-n2c(C)cc(C(=O)NS(=O)(=O)c3ccc(C)cc3)c2C)cc1 | 4% | -5% | -4% | 0% | 7 | -6% | -4% | 0% | -15%
O=C(NC1CCCCC1)N1CCN(CCc2ccccc2)CC1 | 0% | -8% | 4% | -3% | -14 | 5% | 2% | ? | 18µM*
CCOc1cc(C)c(C(C)C)cc1S(=O)(=O)N1CCOCC1 | -2% | 2% | 1%[9.24 µM] | -2% | -14 | -2% | 3% | 1% | ?
O=C(CCc1nc(-c2ccccc2F)no1)Nc1ccc(Oc2ccccc2)cc1 | ? | 46%[activator] | 16µM* | -10% | 20 | 15µM* | ? | ? | ?
CCN(CC)C(=O)C1CC(c2ccc(OC)cc2)=NO1 (stereo not drawn) | -15% | 10% | -2% | 4% | 14 | 14% | 3% | 15% | -31%
CCn1c(Cc2ccccc2)nnc1SCC(=O)c1c(N)n(C2CC2)c(=O)[nH]c1=O | -12% | -5% | 0% | 1% | 5 | 14% | 10% | -8% | 11%
O=C(CCC1CCCC1)NCCS(=O)(=O)N1CCN(c2ccccc2F)CC1 | -42%[inhibitor] | 3% | -13% | 4% | 15 | -9% | 17% | 24% | 0%
Cc1cccc(NC(=O)C2CCCN2C(=O)OCc2ccccc2)c1 (stereo not drawn) | -21% | -1% | -3% | -7% | -6 | -20% | 0% | -5% | ?
CCOc1cc(/C=N/NC(=O)c2cc(-c3cccnc3)nc3ccccc23)ccc1O | 2% | -15% | -2% | -10% | 21 | -7% | -1% | 14% | 1%
NC(=S)N/N=C1\CC(c2ccc3c(c2)OCCCO3)Oc2ccc(F)cc21 (stereo not drawn) | -3% | -17% | ? | -4% | -71* | ? | 0% | 15% | ?
CCCS(=O)(=O)c1c(S(=O)(=O)CCC)c2c(N)cccn2c1C(=O)c1ccc(F)cc1 | ? | -10% | -18% | -11% | ? | -2% | -6% | -8% | ?
O=C(O)C1CCCN1c1nc(-c2ccc(Cl)c(Cl)c2)cc(C(F)(F)F)n1 (stereo not drawn) | -5% | -9% | -3% | -2% | 0 | -18% | ? | ? | ?
O=C(Cc1ccccc1[N+](=O)[O-])OCC(=O)c1ccccc1Br | -2% | 1% | 8% | -1% | 7 | -1%[9.24 µM] | 1% | 12% | ?
Cc1ccc(CCC(=O)Nc2ccc(Cl)cc2Cl)o1 | / | / | 1% | 3% | -18 | -1% | 0% | / | 11%
CCN(C(=O)COc1cc(=O)n(CC)c2ccccc12)c1cc(Cl)ccc1OC | -5% | -29% | 1% | 3% | 16 | -11% | -32% | -7% | ?
CCOc1c2ccc(C(=O)NCc3ccc4c(c3)OCO4)cc2nn1CC | -10% | -5% | 8% | 0% | -10 | 2% | 4% | -5% | 19%
CC(C)n1cc(/C=C(\C#N)S(=O)(=O)c2ccccc2)c2ccccc21 | 5% | 1% | 3% | 4% | 21 | 7% | 6% | ? | -1%
C=C[C@@]1(C)C[C@H](OC(=O)CSC(C)(C)CNC(=O)[C@@H](N)C(C)C)[C@@]2(C)C(C)CC[C@@]3(CCC(=O)[C@@H]32)[C@H](C)[C@H]1O (stereo partly drawn) | 17% | / | / | / | / | / | -34% | 0% | ?
Cc1cc(C)n2c(SCc3c(C)noc3C)nnc2n1 | -2% | -9% | 1% | -4% | 10 | 10% | 3% | -1% | 11%
O=C1COc2ccc(NC(=O)c3ccccc3C(=O)O)cc2N1 | 9% | / | 3% | 5% | 10 | -1% | 5% | 6% | 17%
OC(c1ccc(F)cc1)c1nc(-c2cncnc2)cs1 (stereo not drawn) | / | -2% | 4% | 7% | -86* | 11% | 0% | / | 12%
O=C(CN1CCN(c2ccccc2)CC1)Nc1ccc2c(c1)CCC2 | ? | 44%[activator] | 0% | -8% | 7 | 1% | 2% | ? | 0%
CC(c1ccon1)N(C)Cc1cn[nH]c1-c1ccc(F)cc1F (stereo not drawn) | -1% | 1% | 9% | 3% | -10 | 12% | 15% | -3% | -6%
Cn1c(=O)c2cc(S(=O)(=O)NCCC(=O)Nc3ccc(Cl)cc3)ccc2n(C)c1=O | 16% | 16% | ? | -14% | 20 | -14% | 15% | -2% | -8%
O=C(NCC(=O)N1CCCC(C(F)(F)F)C1)c1ccccc1F (stereo not drawn) | -2% | 19% | 0% | 0% | 6 | 4% | 4% | 1% | -4%
O=C(Cn1nnc(-c2ccccc2)n1)NCc1ccco1 | 3% | 3% | 11% | -5% | 17 | 8% | 1% | -2% | 26%
Cc1cc(C)cc(OCC(=O)NNC(=O)c2cc3ccccc3o2)c1 | 4% | 3% | 18% | -4% | 24 | 7% | 18% | 0% | 8%
CCN1C(=O)[C@H]2[C@@H](c3ccc(-c4ccc(F)cc4)c(OC)c3)N3CCCC[C@@]3(C(=O)OC)[C@H]2C1=O | 27% | -32% | -14% | -9% | -74* | -29% | ? | ? | ?
O=C(O)c1ccc(N2C(=O)CC(SC(=Nc3ccccc3)Nc3ccccc3)C2=O)cc1 (stereo not drawn) | -68%[inhibitor] | 1% | 6% | -10%[57.1 µM] | -1 | 15% | -12% | 0% | 0%
Cc1ccc(C2CC(c3ccc(F)cc3)Nc3nc(N)nn32)cc1 (stereo not drawn) | 0% | -1% | 1% | 2% | 13 | 4% | 1% | 7% | 21%
COc1cc(C2(c3ccc(O)c(OC)c3)C(=O)N(C)c3ccc(Br)cc32)ccc1O | -1% | -21% | ? | -13% | -29 | ? | 5% | -1% | -5%
COc1ccc(S(=O)(=O)N(C)C[C@H]2Oc3ncc(C#CC4(O)CCCC4)cc3C(=O)N([C@@H](C)CO)C[C@@H]2C)cc1 | / | -7% | -2% | -4% | -28 | -1% | -5% | / | -7%
